Compound activity from PubChem BioAssay.
FBW7 act = human FBW7 E3 ligase activation, primary screen; AlphaScreen FBW7–phospho-cyclin E peptide binding, activator screen; normalized activity (activation), % at 26.1 µM; actives 0.13% (n = 650,000); in the data active = normalized activity above about 1.9%;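 note: purified mutant Fbw7 with reduced substrate affinity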
GPR151 ag = human GPR151 activation | Q8TDV0 | PathHunter beta-arrestin GPR151 cells, luminescence | activation, % at 11.2 µM | actives 1% (n = 650,000) | AID 1508602; in the data active = activation above about 4.9%;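 note: 0% = median of compound wells and 100% = cells with positive control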
Target sequence (Q8TDV0 whole entry, looked up): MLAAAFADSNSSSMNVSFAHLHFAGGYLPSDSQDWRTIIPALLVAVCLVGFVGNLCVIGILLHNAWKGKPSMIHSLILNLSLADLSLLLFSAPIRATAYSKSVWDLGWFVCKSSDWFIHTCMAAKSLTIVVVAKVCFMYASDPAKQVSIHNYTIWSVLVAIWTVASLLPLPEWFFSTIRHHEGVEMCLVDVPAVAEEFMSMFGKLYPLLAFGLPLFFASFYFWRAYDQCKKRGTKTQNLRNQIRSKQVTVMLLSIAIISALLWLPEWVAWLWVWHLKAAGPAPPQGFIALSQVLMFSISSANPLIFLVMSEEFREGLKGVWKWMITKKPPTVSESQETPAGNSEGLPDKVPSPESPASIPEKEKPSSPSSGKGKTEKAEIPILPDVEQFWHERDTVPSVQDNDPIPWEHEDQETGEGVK
MITF primary = blocks human microphthalmia-associated transcription factor; O75030; AlphaScreen MITF homodimerization, bead proximity signal; inhibition, % at 2.6 µM; actives 0.91% (n = 650,000); AID 1259374; in the data active = inhibition above about 50%;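 note: 0% = vehicle wells with protein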
Target sequence (O75030 whole entry, looked up): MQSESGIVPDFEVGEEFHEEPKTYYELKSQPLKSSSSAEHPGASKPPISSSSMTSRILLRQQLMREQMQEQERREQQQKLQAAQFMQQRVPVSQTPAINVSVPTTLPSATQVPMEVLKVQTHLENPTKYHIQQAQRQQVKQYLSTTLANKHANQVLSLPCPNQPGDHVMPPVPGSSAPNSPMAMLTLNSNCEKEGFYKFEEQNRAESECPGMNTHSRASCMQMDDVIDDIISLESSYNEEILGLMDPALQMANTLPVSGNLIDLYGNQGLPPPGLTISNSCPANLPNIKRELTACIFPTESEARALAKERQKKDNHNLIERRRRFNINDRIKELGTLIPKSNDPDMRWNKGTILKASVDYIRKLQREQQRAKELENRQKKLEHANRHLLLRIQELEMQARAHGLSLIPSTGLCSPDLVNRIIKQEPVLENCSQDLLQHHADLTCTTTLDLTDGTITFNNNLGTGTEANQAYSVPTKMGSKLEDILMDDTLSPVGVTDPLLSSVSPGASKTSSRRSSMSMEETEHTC
TEAD-YAP block = TEAD-YAP interaction inhibition; HEK-TIYL cells, TEAD-Gal4/YAP UAS-luciferase luminescence; actives 1.4% (n = 640,000); AID 1259422; inhibition, % at 9.12 µM; in the data active = inhibition above about 32%;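 note: 0% = median of test compound wells and 100% = reference inhibitor wells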
* = called active by the depositor. Compounds as they come; any-hit rate near 3.5%.

Start of the data: the first four entries as a preview:
SMILES	FBW7 act	TEAD-YAP block	GPR151 ag	MITF primary
CN(c1cccc(NC(=O)c2ccccc2Cl)c1)S(C)(=O)=O	0.0	6	-0.5	0
CC(C)Nc1c2c(nc3ccccc13)CCC2	-0.5	1	2.0	13
COC(=O)c1ccc(N2C(=O)c3cccc([N+](=O)[O-])c3C2=O)cc1	-0.2	3	0.7	5
COc1ccc(F)c(CN2CCc3nnc(CCNC(=O)c4ccoc4)n3CC2)c1	0.1	-9	-1.1	7

The list itself, from the first entry:
SMILES	FBW7 act	TEAD-YAP block	GPR151 ag	MITF primary
CN(c1cccc(NC(=O)c2ccccc2Cl)c1)S(C)(=O)=O	0.0	6	-0.5	0
CC(C)Nc1c2c(nc3ccccc13)CCC2	-0.5	1	2.0	13
COC(=O)c1ccc(N2C(=O)c3cccc([N+](=O)[O-])c3C2=O)cc1	-0.2	3	0.7	5
COc1ccc(F)c(CN2CCc3nnc(CCNC(=O)c4ccoc4)n3CC2)c1	0.1	-9	-1.1	7
Cc1cccn2cc(-c3ccc(NC(=O)c4ccc5c(c4)OCO5)cc3)nc12	0.3	18	-1.6	14
CCc1ccc(N=c2oc3c(C)ncc(CO)c3cc2C(=O)Nc2ccccc2)cc1	-0.3	-4	2.3	-16
COc1ccc(C(=O)NNC(=O)Nc2ccc(Cl)cc2)cc1	0.0	-1	-1.1	1
C[C@H]1NC(=O)[C@@H]2C[C@H](NC(=O)Nc3cccc4ccccc34)CN2C1=O	-0.1	4	0.5	12
COC(=O)c1ccc(NC(=O)C(Cl)(Cl)Cl)cc1	0.0	4	0.7	0
COc1ccc(C(=O)COC(=O)C(Cc2c[nH]c3ccccc23)NC(=O)C23CC4CC(CC(C4)C2)C3)cc1 (centres undefined)	-0.1	-14	2.8	-7
COc1ccc(N2CCN(C(=O)c3ccco3)CC2)c([N+](=O)[O-])c1	0.1	-29	-0.5	12
CCCOc1ccc2oc(=O)c3c(c2c1)CCCN3C(=O)CN1CCCC1	0.3	11	5.4*	12
O=C1C(c2ccc(F)cc2Cl)N(C2CCCc3ccccc32)C(=O)CN1C1CCCCCC1 (centres undefined)	0.1	1	1.0	0
COC(=O)C(C)(C)NC(=O)c1cccs1	0.8	18	-1.3	19
Cc1n[nH]c(C)c1CCN(C)C(=O)c1ccc(OC2CCN(C(=O)C3CC3)CC2)cc1	-0.1	0	0.5	-7
CCOc1ccc(-c2csc(=Nc3ccccc3)n2CCN2CCOCC2)cc1	-0.1	-13	-0.5	15
NCc1cccc(-c2cnc3ccc(NCc4ccc(F)cc4)nn23)c1	0.3	31	0.5	5
CN(C)CCCN1C(=O)C(=O)/C(=C(\O)c2ccc(Cl)cc2)C1c1ccccc1 (centres undefined)	0.4	-39	3.0	-1
Cc1cc(C)c(NC(=O)Cn2c(=O)n(CC3CCCO3)c(=O)c3ccccc32)c(C)c1 (centres undefined)	0.2	11	1.3	4
CC(C)(C)C1=NN(C(=O)c2ccc(Cl)cc2)C(O)(C(F)(F)F)C1 (centres undefined)	0.0	-1	0.4	-15
CCOc1ccc2nc(NC(=O)C3CCCCC3)sc2c1	-0.2	-78	1.0	0
CCOC(=O)C1=C(C(=O)OCC)SC(=C2C(=S)C(C)(C)N(C(=O)C(C)C)c3ccccc32)S1	0.0	8	1.0	35
O=C(O)c1cc(N2C(=O)/C(=C/c3ccc(-c4ccc([N+](=O)[O-])cc4)o3)C=C2c2ccccc2)ccc1Cl	-0.1	-4	-2.1	21
CN1C(C(=O)N2CCN(C(=O)C(C)(C)C)CC2)=CC(c2ccco2)=NS1(=O)=O	0.0	4	0.8	-2
Cn1c2ccc(Br)cc2c2nnc(N/N=C\c3ccccc3O)nc21	0.0	0	-0.9	-14
c1cc(-n2cnnn2)ccc1-c1nnc2n1CCCCC2	-0.1	3	-0.8	-4
Nc1c(C(=O)CCC(=O)O)oc2ccc(Br)cc12	0.0	9	-0.2	3
COCCNC(=O)C(=O)N/N=C/c1cccs1	0.0	-3	0.4	-6
Cc1cc2oc(C(=O)Nc3cccnc3)c(C)c2cc1C	-0.1	-29	0.3	7
NC(=O)c1ccc(NC(=O)COC(=O)CCC2CCCCC2)cc1	0.6	19	0.1	14

(listing goes on)
SMILES	FBW7 act	TEAD-YAP block	GPR151 ag	MITF primary
COc1ccccc1C(=O)CC1(O)C(=O)Nc2ccc(C)cc21 (centres undefined)	-0.2	1	0.3	0
Cc1ccc(C)c(C(=O)Nc2ccccc2F)c1	0.1	-4	-1.2	84*
NC(=O)c1cc(-c2cccs2)nc2ccccc12	0.1	12	1.3	7
O=C(c1cc(Cl)ccc1Cl)N1CCCC1	-0.3	13	0.8	-9
Cc1c(Cl)c([N+](=O)[O-])nn1CC(=O)NC(C)COc1ccccc1 (centres undefined)	0.0	-9	0.1	-8
Fc1ccccc1-c1cnc2c(NCc3cccnc3)nccn12	0.2	-35	-0.6	-6
COCc1nc2cccnc2n1C1CCN(C2CCN(CCc3ccccc3)CC2)CC1	0.0	0	0.9	16
O=C(N/N=C/c1ccncc1)c1ccccn1	-0.4	-46	-4.8	2
COc1ccc2c(c1)c(=O)c1ccccc1n2CC(=O)Nc1cc(Cl)ccc1OC	-0.2	7	0.4	2
Cc1cc(C)c(C(=O)N2CCC(=O)N(CCN3CCCCC3)CC2)[nH]1	-0.1	-1	0.3	-3
O=C(NC12CC3CC(CC(C3)C1)C2)c1ccc([N+](=O)[O-])o1	-0.1	-2	-1.0	10
CCOc1ccc(S(=O)(=O)N(CC(=O)Nc2ccccc2C(F)(F)F)c2ccccc2)cc1	-0.2	-1	-1.5	-3
Cc1ccc(OCc2nc(C#N)c(N3CCCCCC3)o2)cc1	-0.2	-20	-0.1	10
CCN(CC)c1nc(NCc2ccccc2)nc(Nc2nc3ccccc3n2C)n1	0.0	-5	2.7	-5
Cc1cc(C)n2nc(C(=O)NCc3ccc(F)cc3)cc2n1	-0.2	-2	-0.7	-12
C=CCNC(=O)c1cc(I)ccc1NC(=O)c1cccnc1	-0.1	3	5.7*	3
CCOc1ccc(C(=O)N2CCN(c3ccc([N+](=O)[O-])cc3)CC2)cc1	-0.1	4	-0.3	4
CCOC(=O)c1cnn(-c2nc3ccccc3s2)c1CN(CC)CCO	0.0	-6	1.3	-1
CCOc1ccc(S(=O)(=O)N2CCN(CC)CC2)cc1C	0.0	2	0.9	1
N#CCc1c(C#N)c(N)nc(N2CCN(c3n[nH]c(=O)[nH]c3=O)CC2)c1C#N	-0.1	3	-1.2	-15
Cc1ccn2c(C(=O)NC3CCC3)c(-c3ccccc3)nc2c1	0.3	4	0.7	17
CCNC(=O)C1CCCN1S(=O)(=O)c1ccc(Cl)c(Cl)c1 (centres undefined)	-0.1	1	0.7	11
O=S(=O)(Nc1ccc(F)cc1)c1ccc(Br)s1	0.0	16	1.3	0
Cc1c(C(=O)Nc2ccc3c(c2)OCCO3)sc2ncn(Cc3ccccc3F)c(=O)c12	0.4	-50	-1.7	15
CC(=O)c1oc2ccc3c(C)cc(=O)oc3c2c1-c1ccccc1	0.0	-3	0.9	1
Fc1cccc(-c2nn3c(-c4ccncc4)nnc3s2)c1	-0.1	-1	2.2	-3
CC(C)N1C(=O)/C(=C\c2nc3ccccc3c(=O)[nH]2)c2ccccc21	0.2	-9	0.5	-2
CC(=O)Nc1cccc(NC(=O)CSc2ncnc3scc(-c4ccccc4)c23)c1	0.0	0	1.9	-2
O=C1CCC(CCC(=O)N2CCc3c([nH]c4ccccc34)C2c2cc(F)ccc2F)=NN1 (centres undefined)	-0.1	-12	2.0	-8
CCOC(=O)C1(C)/C(=N\Nc2ccc(S(N)(=O)=O)cc2)C(=O)C(=O)N1c1ccccc1 (centres undefined)	0.0	-11	2.8	1

Further compounds follow.
SMILES	FBW7 act	TEAD-YAP block	GPR151 ag	MITF primary
CCOC(=O)C1C(=O)C=C(c2ccco2)CC1c1cccc(OC)c1OC (centres undefined)	0.1	9	0.9	-3
O=C(O)CNC(=O)c1ccccc1Br	0.0	6	-0.8	-5
CC1CN(C)CCC1CCc1ccc(NC(=O)C2CC(=O)N(C)C2)cc1 (centres undefined)	0.0	9	0.3	14
COc1cc(NC(=O)c2csc(Nc3ccncn3)n2)cc(OC)c1OC	-0.1	21	-1.3	9
COc1ccc(-c2cncc(C(=O)Nc3cc(OC)c(OC)c(OC)c3)c2)cn1	-0.2	-5	1.4	0
C=CCSc1nc2sc3c(c2c(=O)n1CC(=C)C)CC(C)(C)OC3	0.0	6	-0.2	-13
CCC(C)(C)N(CC(=O)NCc1ccc2c(c1)OCO2)C(=O)c1snc(C(N)=O)c1N	0.4	8	-0.9	20
NS(=O)(=O)c1ccc(Nc2nc(-c3ccc(Cl)c(Cl)c3)cs2)cc1	0.0	-5	-0.2	-10
COc1ccc(N(C(=O)COc2ccccc2OC)S(=O)(=O)c2ccc(C)cc2)cc1	0.7	4	0.6	17
O=C(NCCc1c[nH]c2ccccc12)c1ccccc1	0.2	-44	-0.7	5
COc1cccc(OCCNC(=O)Cc2cccc3ccccc23)c1	0.1	-4	1.0	-1
CCCNC(=O)c1ccc(CS(=O)c2ccc(Br)cc2)o1 (centres undefined)	0.5	0	0.3	15
Cc1ccc(NC(=O)c2cc(S(=O)(=O)Nc3ccc(F)cc3)ccc2Cl)cc1	0.3	10	0.3	-5
Cc1ccccc1NS(=O)(=O)CC12CCC(CC1=O)C2(C)C (centres undefined)	-0.1	-4	0.4	-4
COc1ccc(C2/C(=C(\O)c3ccccc3)C(=O)C(=O)N2c2ccc(C)c(Cl)c2)c(OC)c1 (centres undefined)	0.1	0	-0.2	5
COc1cccc(N2C(N)=NC(N)=NC2(C)C)c1	0.0	9	2.3	-3
COc1cc(S(=O)(=O)NCCc2ccccc2)ccc1F	0.1	-3	-0.6	2
COc1ccccc1CNC(=O)c1sc2ncnc(N(C)c3ccccc3)c2c1C	0.0	-20	1.0	0
COc1ccc(/C=C2\C(=O)NN(c3ccc(Cl)cc3)C2=O)cc1OC	0.2	13	0.6	-5
CC(=O)OC1=Nc2ccccc2NC(c2ccccc2)=C1	-0.1	-11	0.4	0
O=C(Cn1c(NCCCO)nc2ccccc21)c1ccco1	0.0	1	1.7	9
N#Cc1c(SCC(=O)O)nc2c(c1-c1ccco1)CCC2	-0.6	-6	0.7	60*
COc1cc2c(cc1OC)C(C)N(S(=O)(=O)c1ccccc1)CC2 (centres undefined)	-0.2	3	0.3	10
CC(C)C(=O)Nc1ccc(-c2nc3ccc(C(=O)c4ccccc4)cc3[nH]2)cc1	0.4	-14	2.1	-9
Cc1cc(=O)oc2cc(OCC(=O)Nc3ccc(I)cc3)ccc12	0.1	16	-0.6	3
O=C(c1cc2cc(Br)cc(Br)c2oc1=O)N1CCSC1c1cccc(Cl)c1 (centres undefined)	0.0	-1	0.0	-4
COCCNC(=O)c1ccc(-c2ccc3c(c2)OCO3)nc1NCc1cccnc1	0.2	7	0.0	-3
O=[N+]([O-])c1ccc(Cl)c(S(=O)(=O)Nc2ccc(O)c(Sc3nc4ccccc4s3)c2)c1	0.2	-11	0.6	4
Cc1cc(C)c2sc(=NC(=O)C3CC3)n(C)c2c1	-0.2	-29	0.8	-2
Cn1cccc1C(CNC(=O)Cc1ccc(Cl)cc1)N1CCCCCC1 (centres undefined)	0.3	-6	-0.1	9

(more compounds)
SMILES	FBW7 act	TEAD-YAP block	GPR151 ag	MITF primary
Cc1ccccc1Cc1c(C)nc2nc(SCc3ccc(F)cc3Cl)nn2c1C	-0.1	-9	1.4	10
CCOC(=O)C1=C(C)N(CCOC)C(=O)/C1=C\c1ccc(N(C)C)cc1	-0.1	-1	0.2	15
O=C(Nc1nn2c(-c3ccco3)nnc2s1)c1ccccc1	0.1	-30	-8.5	-3
O=C1C2C3C=CC(CO)(O3)C2C(=O)N1c1ccccc1[N+](=O)[O-] (centres undefined)	0.3	4	1.1	6
CN(C)C1(CNC(=O)c2ccc(S(=O)(=O)N3CCCCCC3)cc2)CCCCC1	0.4	-8	-2.9	14
Cc1cc(O)c2c(=O)c(-c3csc(C)n3)coc2c1	-0.1	-18	-1.2	2
Cc1cnc(N2CCC(N3CCOCC3)CC2)nc1NCc1cccc(C(F)(F)F)c1	0.0	9	2.8	-3
CCCN1C(=O)/C(=C2/C(=O)N(C)c3ccccc32)SC1=S	-0.1	6	-0.1	3
CC(C)N(CCNc1nc(-c2ccc(C(=O)N3CCN(C)CC3)cc2)nc2c1ncn2Cc1ccc(C(F)(F)F)cc1)C(C)C	0.0	7	0.6	2
O=C(Nc1ccc(N2CCOCC2)cc1)C1CC(=O)N(CCc2ccccc2)C1 (centres undefined)	0.1	4	-0.9	9
CCOC(=O)C1=C(N)N(c2ccccc2)C2=C(C(=O)CC(C)(C)C2)C1c1ccc(OC)c(OC)c1 (centres undefined)	0.7	-4	0.8	13

Entries of single compounds as entered above:
Profile of CCCN1C(=O)/C(=C2/C(=O)N(C)c3ccccc32)SC1=S : FBW7 act: -0.1; TEAD-YAP block: 6; GPR151 ag: -0.1; MITF primary: 3
Profile of O=C(O)CNC(=O)c1ccccc1Br : FBW7 act: 0.0; TEAD-YAP block: 6; GPR151 ag: -0.8; MITF primary: -5
